BCR signal inh: blocks chronic active B-cell receptor signaling; Potency, µM (highest dose often 46.1 µM), without a hit: top-dose ratio change, negative = lower green/red ratio, most hits filed as inhibitors; ABC-DLBCL IkBa-CBG/CBR reporter, luminescence ratio, 4 h; 340,000 compounds, 0.05% hits; active means well fitted inhibition curve with a large enough effect in the signal ratio, with a control signal flat, not every such curve was filed as active; inconclusive means small, poorly fitted or top-dose-only effect, or effect the other way, or a change in a side signal; the % refers to the signal ratio;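 further: potency means the concentration at half of the fitted maximal effect; plate controls were basal doxycycline-induced cells for no effect and cells given 10 µM MG132 for full effect; MG132 reads +100%, hits lower the ratio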
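Cell line TMD8 (human ABC DLBCL), stably expressing tet-inducible CBG68-IkBa fusion and CBR; IMDM/0.5% FBS; cpd up to 46 uM; dox induction, 4 h, 37C/5% CO2; dual luminescence; green/red ratio; MG132 control.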
TSHR antagonist: human thyrotropin receptor antagonism; P16473; TSHR-expressing cells, TSH-stimulated cAMP HTRF, 2 h; stronger effect = lower value; activity change, negative = inhibition, % at 11.5 µM; 330,000 compounds, 0.2% hits; AID 504810;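 active means activity change below a set negative limit, meaning inhibition stronger than a set level, cut at about -70% in these data; inconclusive means activity change between two set negative limits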; further: on the % scale 0 is the no-effect control and ±100 the full control effect
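TSHR-expressing cells, 200/well, pre-treated with compound, then stimulated with EC80 TSH (4nM final) for 2 hours at 37 deg C. cAMP measured by competitive HTRF: anti-cAMP cryptate antibody in lysis buffer plus cAMP-d2, read after 30 minutes at room temperature.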
ELG1 repair inh: ELG1-dependent DNA repair inhibition; HEK293T ELG1-luciferase reporter, luminescence, 16 h; DNA damage induced by 5-fluorouridine; Potency, µM (highest dose often 46.1 µM), for inactives: at the highest dose activity change, negative = inhibition, hits mostly inhibitors; 330,000 compounds, 2.3% hits; AID 504467; further: potency means the concentration at half of the fitted maximal effect; on the % scale 0 is the no-effect control and ±100 the full control effect; nearly all actives have a fitted effect of over 55% in size
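HEK293T cells expressing luciferase-tagged ELG1 (2,000/well) received 5-Fluorouridine plus compound or DMSO for 16 hr at 37 °C. Luciferase was read by ONE-Glo luminescence after 30 min at room temperature.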
TCR activator: activators of T cell receptors; primary human leukocytes, anti-CD3, IL-2 HTRF, 48 h; 330,000 tested, under 10 active; Potency, µM (doses to about 9.22 µM), for inactives: at the highest dose activation of IL-2 secretion, actives largely listed as activators; further: % of control where 0% means no effect
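Human primary leukocytes + a-CD3 beads + cpd, 48 hr; IL-2 in supernatant by HTRF (ex 320nm / em 665nm). No co-stimulatory signal supplied.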
Eya2 phos inh: inhibitors of human Eya2 phosphatase activity | AID 488837 | 330,000 compounds, 0.006% hits | Potency, µM (top dose mostly 76.9 µM), inactives show top-dose activity, negative = inhibition, actives largely listed as inhibitors | recombinant Eya2, OMFP fluorescence dephosphorylation (OMFP is methylfluorescein phosphate) | O00167; further: potency means the concentration at half of the fitted maximal effect; on the % scale 0 is the no-effect control and ±100 the full control effect
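Eya2 protein (added as 0.2 uM solution) was preincubated with compound for 10 min at ambient temperature in 50 mM HEPES pH 7.5, 50 mM NaCl, 5 uM MgCl2, 0.05% BSA, 1 mM DTT. OMFP (added at 50 uM) then reacted 10 min; fluorescence read at 485/525 nm.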
TSG101-PTAP inh: blocks PTAP/TSG101 interaction to inhibit HIV-1 budding. Potency, µM (top dose mostly 115 µM), for inactives: at the top dose activity change, negative = inhibition, hits mostly inhibitors. AID 493005. 340,000 tested, under 10 active. Fluorescence polarization, FITC-PTAP peptide / Tsg101 binding; active means well fitted inhibition curve with a large enough effect in the main read-out, with a control signal flat, not every such curve was filed as active; inconclusive means small, poorly fitted or top-dose-only effect, or effect the other way, or a change in a side signal; inactive means no such curve, though single readings can be large or run the other way; further: potency means the concentration at half of the fitted maximal effect; % of control where 0% means no effect
Target sequence (Q99816 whole entry, looked up): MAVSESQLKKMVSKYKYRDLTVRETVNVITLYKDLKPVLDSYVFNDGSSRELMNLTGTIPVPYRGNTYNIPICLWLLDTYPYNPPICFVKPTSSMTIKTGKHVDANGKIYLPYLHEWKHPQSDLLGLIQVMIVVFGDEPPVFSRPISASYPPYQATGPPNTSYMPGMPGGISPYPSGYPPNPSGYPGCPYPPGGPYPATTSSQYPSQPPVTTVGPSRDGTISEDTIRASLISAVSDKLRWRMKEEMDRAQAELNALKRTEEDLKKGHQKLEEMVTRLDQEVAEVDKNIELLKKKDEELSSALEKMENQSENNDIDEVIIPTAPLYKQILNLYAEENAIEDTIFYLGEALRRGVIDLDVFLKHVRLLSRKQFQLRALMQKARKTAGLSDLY
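Fluorescence polarization binding of Tsg101 binding domain (10 uM final) to FITC-labeled PTAP peptide (50 nM final) in HEPES pH 7.5 buffer with NaCl, Tween 20, EDTA, TCEP. Compounds added before peptide; binding 20 min at RT.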
Tb PFK inh: inhibitors of T. brucei phosphofructokinase; O15648; T. brucei PFK, ADP-Glo luminescence; Potency, µM (titrated, usually from 57.5 µM), for inactives: at the top dose activity, negative = inhibition, hits mostly inhibitors; 330,000 compounds, 0.17% hits;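 further: potency means the concentration at half of the fitted maximal effect; 0% = uninhibited 1x PFK enzyme wells and -100% = no-enzyme wells; nearly all actives have a fitted effect of over 60% in size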
Target sequence (O15648 whole entry, looked up): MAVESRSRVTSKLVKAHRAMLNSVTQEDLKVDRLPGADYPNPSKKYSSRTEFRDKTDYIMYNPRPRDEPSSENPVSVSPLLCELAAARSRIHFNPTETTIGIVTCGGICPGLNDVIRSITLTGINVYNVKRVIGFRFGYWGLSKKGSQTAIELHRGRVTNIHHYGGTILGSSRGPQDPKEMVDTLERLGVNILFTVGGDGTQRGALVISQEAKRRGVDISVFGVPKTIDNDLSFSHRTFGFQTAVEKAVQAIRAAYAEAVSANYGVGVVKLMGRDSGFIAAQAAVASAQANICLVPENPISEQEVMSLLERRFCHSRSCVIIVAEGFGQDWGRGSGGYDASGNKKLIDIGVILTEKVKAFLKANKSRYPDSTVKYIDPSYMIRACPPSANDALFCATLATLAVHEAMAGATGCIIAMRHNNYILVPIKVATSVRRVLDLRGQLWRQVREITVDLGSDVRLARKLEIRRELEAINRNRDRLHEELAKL
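PFK 1.25 nM, F6P 0.5 mM, ATP 0.1 mM, 0.1 M TEA pH 8.0, 5 mM MgCl2, 0.01% Tween20, 0.1% BSA; 45 min RT. ADP-Glo readout. qHTS titration up to 57 uM; curves fitted, compounds curve-classed.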
S-ASM inh: blocks human secretory acid sphingomyelinase; placental ASM, HMU-PC fluorogenic substrate, 60 min; Potency, µM (top dose mostly 57.5 µM), for the others: at the top dose activity change, negative = inhibition, hits mostly inhibitors; 340,000 compounds, 0.006% hits; AID 504937; further: potency means the concentration at half of the fitted maximal effect
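HMU-PC0 cleavage (9 uM final) by human placental ASM, 60 min at 37 °C following 10 min compound exposure at RT; stopped at pH 10, fluorescence Ex 386/Em 447 nm.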
Mito fusion yeast: mitochondrial division inhibition or fusion activation. S. cerevisiae fusion-defective mutant growth rescue, CellTiterGlo 48 h. Potency, µM (series often up to 46.1 µM), for the others: top-dose growth rescue (activation), usual class: activators. 320,000 compounds, 0.23% hits. AID 485298;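 further: potency means the concentration at half of the fitted maximal effect; % of control where 0% means no effect; nearly all actives have a fitted effect of over 45% in size; temperature-sensitive fusion mutants such as fzo1-1 at 37 °C on non-fermentable ethanol glycerol medium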
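Luminescent cell viability in 1536-well qHTS format served as the measure of rescued growth in ts fusion-mutant S. cerevisiae cultured on non-fermentable YPEG for 48 hours at 37C.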
Integrin act MD: integrin-mediated muscular dystrophy alleviation activation; Potency, µM (doses to about 38.3 µM), for the others: at the top dose activation, hits mostly activators; alpha7betagal myoblasts, beta-gal FDG fluorescence, 48 h; 350,000 compounds, 0.064% hits; AID 624291;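 further: potency means the concentration at half of the fitted maximal effect; 100% = response of the positive control SU9516; nearly all actives have a fitted effect of over 60% in size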
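alpha7betagal+/- myoblasts (passage 13, 250/well) treated 48 h at 37C with compounds at 1:260 dilution of DMSO stock. Lysed, then beta-galactosidase activity read as FDG fluorescence (ex 480/em 540) after 30 min, with pre-read for autofluorescence.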
A-T KAP1 phos: potential ataxia-telangiectasia treatment; […] A-T fibroblasts, KAP-1 phosphorylation AlphaLISA; neocarzinostatin DNA damage 30 min before lysis; Potency, µM (highest dose often 57.5 µM), without a hit: at the top dose activation, actives largely listed as activators; 320,000 compounds, 0.19% hits; further: potency means the concentration at half of the fitted maximal effect; % of control where 0% means no effect; nearly all actives have a fitted effect of over 45% in size
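hTERT-immortalized A-T patient fibroblasts ([…]), 500 cells/well in OPTI-MEM, 1% FBS, got compounds for 60 min, then NCS for 30 min at 37C. Lysates were then assayed for phospho-KAP-1 by AlphaLISA (anti-pKAP1 donor, anti-KAP1 acceptor beads), 6 hr at 25C.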
* = called active by the depositor; ? = inconclusive; nt = no result given; [ ] = another dose, or the depositor's remark. Unless noted, the call rests on the fitted dose curve; in most records, active means well fitted curve in the direction sought with a large enough effect; inconclusive means small, poorly fitted or top-dose-only effect, or another doubt; inactive means no such curve, though single readings can be large; an effect the other way counts as inactive or inconclusive.

SMILES | BCR signal inh | TSHR antagonist | ELG1 repair inh | TCR activator | Eya2 phos inh | TSG101-PTAP inh | Tb PFK inh | S-ASM inh | Mito fusion yeast | Integrin act MD | A-T KAP1 phos
CCOC(=O)c1c[nH]c(=S)n(-c2ccccc2)c1=O | -4% | 3 | 13% | -1% | 5% | -3% | -2% | 2% | -4% | 16% | 6%
COc1ccc(CNC(=O)COc2ccc(S(=O)(=O)N3CCCCC3)cc2Cl)cc1 | 0% | -7 | ? | 7% | -10% | 0% | 3% | -2% | -5% | -5% | 13%
O=C(Cc1ccccc1)N1CCC(c2ccccc2)C1 (configuration not stated) | ? | -5 | -12% | -14% | ? | -1% | 3% | 1% | 3% | -16% | 3%
O=C(NCCn1cccn1)C1CCC(=O)N(CCc2ccc(Cl)cc2)C1 (configuration not stated) | 0% | -3 | ? | 3% | -3% | 0% | -6% | 1% | 1% | -24% | 7%
Cc1cc(-c2n[nH]c(=S)o2)c(C)n1-c1ccccc1 | 0% | -4 | ? | 16% | 17% | -5% | 2%[0.46 µM] | 5% | -14% | 9% | -3%
O=c1nccc(Nc2ccccc2)[nH]1 | 9% | 6 | 1% | -1% | 24% | 0% | -3% | 1% | 9% | -8% | 1%
NNC(=O)c1cc2cc(OC(F)(F)F)ccc2[nH]1 | ? | 1 | ? | 11% | 3% | -4% | 0% | -3% | 3% | 1% | 4%
CNC(=S)N(CCc1c(C)[nH]c2ccc(Cl)cc12)Cc1cc(OC)c(OC)c(OC)c1 | ? | 9 | ? | -3% | -14% | 0% | 4% | -9% | -2% | -30% | 8%
CCc1ccc(-n2c(SCc3cc(=O)n4cc(Br)ccc4n3)nc3[nH]ncc3c2=O)cc1 | -15% | -11 | ? | 2% | -1% | -12% | -2% | -6% | -4% | 6% | -4%
CC12CCC(c3c(C(=O)N4CCOCC4)nn(-c4ccccc4)c31)C2(C)C (configuration not stated) | 12% | 16 | -10% | -3% | 12% | 0% | 0% | 4% | 2% | 0% | 1%
Cc1ccn2c(NC3CCCCC3)c(C(C)C)nc2c1 | ? | -7 | -14% | 6%[46.1 µM] | -1% | 0% | -8% | 2% | -6% | -13% | 3%
O=C(CN(C(=O)CNC(=O)c1cccs1)c1ccc(F)cc1)NC1CCCCC1 | ? | 11 | 4% | 3% | 0% | -1% | 4% | 4% | -5% | -24% | 2%
CN(C)CCCNC1=CC(=O)OC12CCCCC2 | 18% | -2 | 1% | -3%[46.1 µM] | 6% | -3% | -3% | 4% | -5% | 14% | 0%
O=C(COC(=O)c1cc(=O)[nH]c(=O)[nH]1)NCc1ccccc1 | 5% | 6 | ? | -4%[46.1 µM] | 2% | -1% | 0% | 2% | -4% | 16% | 3%
Cc1ccc(S(=O)(=O)Nc2ccc(N3CCN(C)CC3)nc2)cc1 | 2% | 2 | -1% | -2% | 21% | -10% | -4% | 2% | -3% | 4% | 6%
CCCCNC(=O)c1onc(CSc2ccccc2)c1C(=O)O | ? | -20 | 9% | -5% | 10% | -1% | 0% | 5% | 3% | 0% | 8%
O=C(O)c1ccc(-n2cncn2)c([N+](=O)[O-])c1 | -5% | 5 | 6% | -14% | -5% | -2% | -1% | -1% | 2% | 18% | -2%
Cn1c(CC(=O)Nc2ccc(Cl)c(Cl)c2)n[nH]c1=S | 0% | -2 | 5% | 1% | -7% | -4% | -1% | -2% | 1% | -2% | -6%
Nn1c(SCC(=O)Nc2nccs2)nnc1C1CC1 | ? | 17 | 1% | 0% | 2% | -3% | 1% | 0% | 0% | -14% | 32%
CCOC(=O)Cn1nnnc1CN(Cc1ccccc1)Cc1cc2cc(CC)ccc2[nH]c1=O | 5% | -6 | -7% | nt | -6% | -14% | -2% | -18% | 1% | -18% | 6%
CCN(CC)CCCNC(=O)CNC(=S)N(CCCN1CCOCC1)Cc1cccs1 | -10% | -5 | 12% | 3% | 1% | 0% | 0% | 1% | -8% | 5% | 0%
CC(/C=N/NC(=O)c1sc(N)nc1C)=C\c1ccccc1 | ? | 0 | ? | -3% | 2% | 0% | -3% | 13% | -6% | -20% | 12%
O=C(NCCN1CCOCC1)c1ccc(CS(=O)(=O)Cc2ccccc2F)o1 | -1% | 8 | 3% | 8% | -2% | -3% | -1% | 1% | 1% | -10% | 8%
O=C(CSC1=NS(=O)(=O)c2cc(Cl)ccc2N1)NCc1ccc(F)cc1 | 4% | -1 | 0% | -1% | 22% | -2% | 4% | -4% | -2% | 1% | 4%
CCn1nc(C(=O)Nc2ccc(S(=O)(=O)Nc3ncccn3)cc2)c2ccccc2c1=O | -3% | -1 | ? | 2% | -2% | -5% | 5% | -2% | 3% | 9% | 1%

Some of these compounds in order of formula weight, rising.
SMILES | BCR signal inh | TSHR antagonist | ELG1 repair inh | TCR activator | Eya2 phos inh | TSG101-PTAP inh | Tb PFK inh | S-ASM inh | Mito fusion yeast | Integrin act MD | A-T KAP1 phos
Cn1c(CC(=O)Nc2ccc(Cl)c(Cl)c2)n[nH]c1=S | 0% | -2 | 5% | 1% | -7% | -4% | -1% | -2% | 1% | -2% | -6%
Cc1ccc(S(=O)(=O)Nc2ccc(N3CCN(C)CC3)nc2)cc1 | 2% | 2 | -1% | -2% | 21% | -10% | -4% | 2% | -3% | 4% | 6%
CCOC(=O)Cn1nnnc1CN(Cc1ccccc1)Cc1cc2cc(CC)ccc2[nH]c1=O | 5% | -6 | -7% | nt | -6% | -14% | -2% | -18% | 1% | -18% | 6%

Going on with the list:
SMILES | BCR signal inh | TSHR antagonist | ELG1 repair inh | TCR activator | Eya2 phos inh | TSG101-PTAP inh | Tb PFK inh | S-ASM inh | Mito fusion yeast | Integrin act MD | A-T KAP1 phos
COC(=O)c1[nH]c2ccc(C)cc2c1NC(=O)CN1CCc2cc(OC)c(OC)cc2C1 | ? | -8 | ? | -2% | 2% | -4% | -5% | 8% | -12% | -35% | 6%
CC(C)OCCCNC(=S)NNC(=O)C(c1ccccc1)c1ccccc1 | -8% | -7 | 2% | -2% | -4% | -2% | -4% | 1% | -3% | 0% | -1%
COCCn1ccc2c(OCC(=O)Nc3cccc(NC(C)=O)c3)cccc2c1=O | ? | -1 | -19% | 3% | 2% | -2% | -1% | 6% | 3% | 0% | -6%
Cc1ccc(-c2noc(CCC(=O)NCCN3CCN(Cc4ccccc4)CC3)n2)cc1 | 2% | -16 | ? | 0% | 3% | -3% | 1% | 2% | -9% | -3% | -4%
CC1=NN(c2nc(-c3ccccc3)cs2)C(=O)C1N=Nc1ccccc1 (configuration not stated) | 4% | 2 | -10% | -1% | -22% | -2% | 1% | -14% | 2% | 10% | -2%
Cc1ccccc1-n1ccnc1SCC(=O)NCC1CCCO1 (configuration not stated) | 0% | 34 | 3% | 6% | 4% | -5% | -7% | 8% | -1% | -5% | -26%
Cc1ccc(OCC(=O)Nc2ccc(S(=O)(=O)N3CCOCC3)cc2)c([N+](=O)[O-])n1 | -2% | 6 | -9% | 7% | -4% | -2% | 0% | -2% | -5% | 0% | -2%
CCn1nc(NC(=O)Cc2ccc(OC)cc2)c2cc3cc(C)ccc3nc21 | 14% | 10 | ? | -3% | 8% | -1% | 0% | 162%[activator] | 1% | 17% | -3%
Cc1ccc(Nc2nc3ccccc3n3cnnc23)c(Cl)c1 | 2% | -4 | 8% | 2% | -5% | -1% | 4% | 7% | 20% | ? | -2%
CC(C)(C)N=C1SCC(C)(/C=N/O)S1 (configuration not stated) | 0% | -7 | 0% | 2% | -4% | -5% | 0% | 4% | 0% | 12% | 2%
CCOc1ccccc1-c1nc2c([nH]1)c(=O)n(C)c(=O)n2C | -3% | -4 | -1% | 4% | -13% | -4% | -3% | -3% | 2% | -3% | 3%

Screening data deposited in PubChem BioAssay by National Center for Advancing Translational Sciences (NCATS).
